Yeast eIF2B: modulators of yeast eIF2B activity; S. cerevisiae eIF2B-epsilon R284H, GCN4-lacZ luminescence; inhibition, % at 25 µM (by protocol); hit rate 0.91% among 27,000;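 active means mutant luminescence inhibited past about 50% while wild type luminescence and mutant growth stay under set limits, limit read from the data; inconclusive means mutant versus wild type luminescence inhibition gap past a set limit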; further: some compounds called inactive have numbers as strong as hits
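Material: yeast eIF2B-epsilon R284H mutant carrying GCN4–beta-galactosidase fusion. Medium: YPD yeast growth medium. Incubation: 16 h growth with compound at 30 °C, 90 min Beta-Glo step. Signal: Beta-Glo luminescence plus absorbance at 595 nm. Evaluation: % inhibition of reporter signal and growth versus controls. Doses: 25 µM single dose.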
Yeast growth tox: Compounds toxic to wild-type S. cerevisiae growth. A595 turbidity, 16 h. growth inhibition, % at 25 µM (by protocol). hit rate 0.3% among 30,000;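 active means mutant and wild-type yeast strains alike exhibit over 30% growth inhibition; inconclusive means a strain exceeds 50% while the second remains under 30%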;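 further: 0% = untreated cell controls and 100% = YPD media blanks without cells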
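system = S. cerevisiae wild-type or eIF2Bepsilon-R284H mutant strain | buffer or medium = YPD medium | dosing = one dose, 25 µM compound, 0.2% DMSO | schedule = 16 h at 30 °C | measured by = A595 turbidity | evaluation = growth inhibition (%) versus cell controls and blanks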
Yeast growth tox inhibition %: recorded beside Yeast growth tox, whose call it bears; growth inhibition, %; S. cerevisiae eIF2Bepsilon-R284H mutant growth, A595 turbidity, 16 h;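 each compound tested once at 25 µM; 0% equals untreated cells and 100% equals cell-free medium blanks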
Yeast eIF2B mutant toxicity: recorded beside Yeast eIF2B, whose call it bears; growth inhibition, %; measured here: mutant yeast growth, toxicity;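 each compound tested once at 25 µM; zero equals untreated control growth and 100 equals blank medium absorbance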
Starred values were filed as active, the others as inactive; ? = inconclusive; . = not tested or not shown.

SMILES	Yeast eIF2B	Yeast eIF2B mutant toxicity	Yeast growth tox	Yeast growth tox inhibition %
CCOC(=O)/C(C(C)=O)=C1/OC(=O)c2ccccc21	.	.	6	8
CCCCCn1c(N2CCC(C(N)=O)CC2)nc2c1c(=O)[nH]c(=O)n2C	0	-4	10	-4
COc1cc(C2C(C(=O)c3cccs3)=C(O)C(=O)N2Cc2ccco2)cc(OC)c1OC (centres undefined)	16	.	4	0
CCc1c(C)nc2ncnn2c1N1CCC(C(=O)Nc2ccccc2)CC1	13	-15	3	-15
COc1ccc(-c2nc(-c3ccc(Br)cc3)no2)c(OC)c1	15	-4	-15	-4
CCCOC(=O)c1ccc(Oc2cn[nH]c2-c2ccc(OCC)cc2O)cc1	25	4	25	4
CCOC(=O)COc1ccc(S(=O)(=O)c2ccc(OCC(=O)OCC)cc2)cc1	23	15	18	15
O=C(Nc1ccc(Br)cc1)c1ccc(N2C(=O)C3CC=C(Cl)CC3C2=O)cc1 (centres undefined)	.	.	-8	11
O=C(NC(=O)c1ccccc1)OCC(F)(F)F	27	4	?	.
O=C(c1cc2nc(C3CC3)cc(C(F)F)n2n1)N1CCOCC1	38	-3	-6	-3
C=CCc1cccc(/C=N/n2c(C)nnc2C)c1O	18	19	22	19
CC(SCc1ccccc1)C(=O)Nc1ccc2c(c1)OCO2 (centres undefined)	22	12	28	12
N=c1c(C(=O)NCc2ccco2)cc2c(=O)n3ccccc3nc2n1CC1CCCO1 (centres undefined)	-4	-4	15	-4
CC(C)NC(=O)Cc1ccc(Br)cc1	16	-22	3	-22
Cc1ccc(NC(=O)c2ocnc2C)cc1Cl	7	-7	15	-7
Cc1csc(NC(=O)CSc2nc3sc(C)c(C)c3c(=O)[nH]2)n1	15	-45	-16	-45
C=CCn1c(SCC(=O)O)nnc1-c1cccs1	20	14	16	14
O=C1NC2(CCCc3ccccc32)C(=O)N1Cc1nnc(-c2ccccc2Br)o1 (centres undefined)	10	-11	6	-11
CC(=O)Nc1ccc2nc(C)n(Cc3ccc(Cl)cc3)c(=O)c2c1	20	.	-25	0
O=C(NCc1ccco1)c1ccc2c(c1)C(=O)N(Cc1ccccc1)C2=O	11	8	20	8
CCN(c1ccccc1)S(=O)(=O)c1ccc(OC)c(OC)c1	-24	5	4	5
O=C(O)CCSc1nc2ccc(Br)cc2[nH]1	2	14	15	14
CCOC(=O)c1cnc(SC2CC(=O)N(c3ccccc3)C2=O)nc1N (centres undefined)	28	-19	16	-19
CCOc1cccc(-c2nnc(SCC(=O)Nc3cc(C)ccc3OC)n2N)c1	7	4	-1	4
CN(C)c1ccc(/C=C2\SC(=S)N(Nc3ncc(C(F)(F)F)cc3Cl)C2=O)cc1	16	-38	13	-38

More records follow:
SMILES	Yeast eIF2B	Yeast eIF2B mutant toxicity	Yeast growth tox	Yeast growth tox inhibition %
O=C(CSc1nnc(-c2cccs2)n1-c1ccccc1)N1CCOCC1	20	-4	13	-4
CCN1CCN(c2c(Cl)cccc2NC(=O)c2ccc(Br)o2)CC1	-3	7	15	7
CCN(CC)Cc1c(O)c(Cl)cc2c(C)c(C)c(=O)oc12	20	21	10	21
CC1=CC(C)(C)N(C(=O)CSc2nncn2C)c2ccccc21	17	.	.	.
CNC(=O)NC1CCCc2ccccc21 (centres undefined)	17	-11	21	-11
CC(=O)Nc1cccc2c1C(=O)N(c1cccc(C)c1)C2=O	-18	.	.	.
COc1ccc(C(=O)CSc2nnc(-c3cccs3)n2-c2ccccc2)cc1	-3	12	8	12
CSc1nnc2c(n1)c(C)nn2-c1ccc(C)cc1	24	.	1	0
COc1ccc(C(=O)N(CN2CCCC2=O)c2ccc(C)cc2)cc1	26	3	7	3
CC(C)CNS(=O)(=O)c1ccc(CCC(=O)Nc2ccc3c(c2)OCO3)cc1	8	-4	-47	-4
CC(C)(C)n1ncc2c(=O)n(CC(=O)Nc3ccccc3)cnc21	-3	.	-4	0
COc1ccccc1N1CCN(C(c2cccs2)C(C)NC(=O)c2cccs2)CC1 (centres undefined)	-2	-10	-32	-10
COCCN1CCN(c2cc(-c3ccccc3)nc3cc(-c4cccc(F)c4)nn23)CC1	.	.	74*	53*
Cc1onc(-c2ccccc2)c1C(=O)Nc1ccc(-c2nnc3n2CCCCC3)cc1	16	-5	-8	-5
CCC(C)n1c(=N)c(C#N)cc2c(=O)n3ccccc3nc21 (centres undefined)	11	6	17	6
O=S(=O)(Nc1ccc2c(c1)nc1n2CCN(Cc2ccccc2)C1)c1ccccc1	20	-13	7	-13
CCOc1ccc2nc(NC(=O)CN3CCN(C)CC3)sc2c1	.	.	11	16
Cc1nnc(SCC(=O)Nc2ccc3c(c2)OCCO3)n1N	.	.	4	7
c1cncc(-c2nc(Oc3ccc(-c4nnco4)cc3)c3c4c(sc3n2)CCCC4)c1	-25	-25	-46	-25
CCOc1ccc(Nc2nc(CC(=O)OC)cc(=O)[nH]2)cc1	27	.	-3	0
O=C(CN1CCNCC1)Nc1ccc(Oc2ccccc2)cc1	18	-24	-51	-24
CCOC(=O)C1=C(C)NC(=O)NC1c1ccc(OC(=O)c2ccco2)cc1 (centres undefined)	30	18	24	18
CCCc1cc(-c2[nH]ncc2-c2ccc(C(=O)OCC)o2)c(O)cc1O	13	-13	-13	-13
CCOC(=O)c1[nH]c(C)c(C(=O)Nc2ccc(C)c(Cl)c2)c1C	28	-14	-41	-14
CC(=O)c1ccc(O)c(CO)c1	15	21	3	21

Other compounds follow:
SMILES	Yeast eIF2B	Yeast eIF2B mutant toxicity	Yeast growth tox	Yeast growth tox inhibition %
CCCC(=O)N(CCN(C(=O)CCC)c1ccccc1)c1ccccc1	20	-4	6	-4
CC1CCCCC1N1CCN(C(=O)c2cccc(F)c2)CC1 (centres undefined)	-18	4	8	4
O=C1CCC(C(=O)OCc2c(Cl)cccc2Cl)N1 (centres undefined)	.	.	16	8
Cn1c(NC(=O)c2ccco2)c(-c2ccccc2Cl)c(=O)c2ccccc21	4	11	-9	11
Cc1ccc(-n2c(C)cc(/C=N/NC(=O)CC3(C)OCCO3)c2C)cc1	2	-30	-5	-30
CN(C)CCN1C(=O)c2oc3ccccc3c(=O)c2C1c1ccc(F)cc1 (centres undefined)	.	.	-8	-18
O=C(COC(=O)c1ccc2c(c1)OCCO2)NCc1ccccc1	19	-4	-10	-4
COc1ccc(C2N=C(N)N=C(N)N2c2ccccc2OC)cc1OC (centres undefined)	-14	14	-9	14
CC(=O)Nc1ccc(-c2cc(NC(C)=O)n(-c3ccccc3)n2)cc1	31	11	10	11
COC(=O)c1ccccc1Nc1ccccc1	17	-9	-10	-9
COCCCn1c(SCC(=O)NC2CCCC2)nnc1-c1ccco1	16	9	24	9
Cc1ccc(-n2nc(C)cc2NC(=O)c2ccc(C)s2)cc1	.	.	14	16
NC1=NS(=O)(=O)NC1c1ccc(Cl)cc1 (centres undefined)	-7	.	-4	0
CCN(CC)S(=O)(=O)c1ccc(N2CCN(S(=O)(=O)c3ccccc3C#N)CC2)nc1	25	10	0	10
COC(=O)C1=C(C)N=C2SCCC(=O)N2C1c1cc(Br)ccc1OC (centres undefined)	15	5	8	5
Cn1c(C(=O)NCc2ccccc2)cc2oc3ccccc3c21	4	-38	-7	-38
CCOc1ccccc1NC(=O)c1cc(CC(C)C)oc1C	28	10	-4	10
COCCCNC(=O)C1CCN(c2ncccn2)CC1	.	.	12	0
O=C(O)c1cccc(CSc2nnc(-c3ccco3)o2)c1	16	13	16	13
COC(=O)c1ccc(Nc2nc(C)cc(C)n2)cc1	-20	.	-2	0
OCC1(C2=NOC(O)(C(F)(F)F)C2)CCCCC1 (centres undefined)	-7	3	8	3
Cc1ccccc1CNCc1cccnc1	.	.	15	10
Cc1csc(SCc2c(C(=O)O)oc3ccccc23)n1	20	-11	-5	-11
CCCCC(=O)NCc1ccc2c(c1)cc(C)n2C	18	-14	3	-14
Cc1ccc(S(=O)(=O)Nn2c(C)ccc2C)cc1	-16	.	.	.

14 neighbouring entries already listed:
SMILES	Yeast eIF2B	Yeast eIF2B mutant toxicity	Yeast growth tox	Yeast growth tox inhibition %
CC(=O)Nc1ccc(-c2cc(NC(C)=O)n(-c3ccccc3)n2)cc1	31	11	10	11
COC(=O)c1ccccc1Nc1ccccc1	17	-9	-10	-9
COCCCn1c(SCC(=O)NC2CCCC2)nnc1-c1ccco1	16	9	24	9
Cc1ccc(-n2nc(C)cc2NC(=O)c2ccc(C)s2)cc1	.	.	14	16
NC1=NS(=O)(=O)NC1c1ccc(Cl)cc1 (centres undefined)	-7	.	-4	0
CCN(CC)S(=O)(=O)c1ccc(N2CCN(S(=O)(=O)c3ccccc3C#N)CC2)nc1	25	10	0	10
COC(=O)C1=C(C)N=C2SCCC(=O)N2C1c1cc(Br)ccc1OC (centres undefined)	15	5	8	5
Cn1c(C(=O)NCc2ccccc2)cc2oc3ccccc3c21	4	-38	-7	-38
CCOc1ccccc1NC(=O)c1cc(CC(C)C)oc1C	28	10	-4	10
COCCCNC(=O)C1CCN(c2ncccn2)CC1	.	.	12	0
O=C(O)c1cccc(CSc2nnc(-c3ccco3)o2)c1	16	13	16	13
COC(=O)c1ccc(Nc2nc(C)cc(C)n2)cc1	-20	.	-2	0
OCC1(C2=NOC(O)(C(F)(F)F)C2)CCCCC1 (centres undefined)	-7	3	8	3
Cc1ccccc1CNCc1cccnc1	.	.	15	10

Remaining list, next part.
SMILES	Yeast eIF2B	Yeast eIF2B mutant toxicity	Yeast growth tox	Yeast growth tox inhibition %
CCOCCCNC(=O)c1c[nH]c2ccc(C)cc2c1=O	52*	.	-3	11
Fc1ccc(Nc2nc(Oc3ccc4c(c3)OCO4)nc(N3CCOCC3)n2)c(F)c1	57*	.	-67	-38
O=C(CCNC(=O)Cn1ccc2ccccc2c1=O)NCCCN1CCN(c2ccc(F)cc2)CC1	-4	14	-9	14
CC(C)OC(=O)COc1ccc(-c2ccccc2)cc1	24	5	4	5
O=C(CCn1c(=O)sc2ccccc21)Nc1ccon1	12	-8	2	-8
CCOCCCNC(=O)c1cc2sc(Cl)cc2n1CC	21	10	2	10
CCCP(=O)(CC(=O)O)c1ccccc1 (centres undefined)	16	-24	-4	-24
C=CCn1c(COc2cccc3cccnc23)nnc1SCC(=O)OC	-1	4	-13	4
Cc1cccc(C)c1OCC(=O)NCc1nnc(SCC(=O)NC2CCCCC2)n1C	-19	-2	8	-2
CCN(C(=O)CSc1ncn[nH]1)C1CCCCC1	.	.	5	13
CCc1nnc2sc(-c3ccc(NC(=O)c4ccc5c(c4)OCCO5)cc3)nn12	6	-5	-23	-5
CC(C)(C)NS(=O)(=O)c1ccc(CCC(=O)NCc2cccnc2)cc1	-30	12	11	12
O=C(O)CN1CCCC1=Nc1ccccc1	.	.	8	4
COc1ccc(Cn2nnnc2CN2CCc3ccccc32)cc1	12	-5	-10	-5
C=CCN(c1ccc(C(=O)N2CCN(c3ccc(F)cc3)CC2)cc1)S(C)(=O)=O	8	10	-1	10
CC(C)(C)c1ccc(C(=O)Nn2c(CCC(=O)O)ccc2-c2cccs2)cc1	-10	5	-14	5
Cc1ccc(C)c(NS(=O)(=O)c2c(C)nn(C)c2C)c1	23	6	10	6
COc1ccccc1NC(=O)CN(C)S(=O)(=O)c1cc(C)ccc1OC	.	.	9	3
COc1ccc(C2C(C(=O)c3ccco3)=C(O)C(=O)N2Cc2cccnc2)cc1OC (centres undefined)	30	20	16	20
CC1(C)CC(=O)C2=C(C1)N1CCCCC1CC2=O (centres undefined)	-14	4	8	4
Cc1ccc(C(=O)CSc2nnc(-c3ccco3)n2Cc2ccccc2)cc1	27	-4	-39	-4
Cc1ccc2nsnc2c1S(=O)(=O)N(Cc1ccco1)Cc1cc2cccc(C)c2[nH]c1=O	12	-14	-8	-14
CCc1nnc(NC(=O)CSc2nc3cccnc3n2Cc2ccccc2)s1	-16	-29	-38	-29
CCC1(CC)Cc2ccccc2C(N)=C1C#N	10	-5	7	-5
O=C(C1CCCN(S(=O)(=O)Cc2ccccc2)C1)N1CCC(Cc2ccccc2)CC1 (centres undefined)	.	.	6	-8

Carrying on:
SMILES	Yeast eIF2B	Yeast eIF2B mutant toxicity	Yeast growth tox	Yeast growth tox inhibition %
CC(=O)c1ccc(N2CCN(CCC#N)CC2)c(F)c1	5	12	-13	12
CC(C)CCOc1ncnc2c1sc1nc3c(cc12)CSC(C)(C)C3	10	-32	-24	-32
CC1Cc2ccccc2N1C(=O)CCNS(=O)(=O)c1cccc2nsnc12 (centres undefined)	12	11	4	11
COC(=O)c1cc(NC(=O)c2ccccc2)c(=O)oc1C/C=N\OCc1ccc(Cl)cc1Cl	7	10	19	10
CCOC(=O)Nc1cccc(Nc2ccccc2)c1	-2	.	.	.
O=C(O)CCn1[nH]c(=O)c2ccccc2c1=O	10	10	-4	10
COc1cc(C)nc(N(Cc2ccccc2)S(=O)(=O)c2ccccc2)n1	.	.	-14	11
CCCn1c(SCc2ccc(Cl)cc2)nc2c1c(=O)[nH]c(=O)n2C	-21	-15	-7	-15

High-throughput results deposited in PubChem BioAssay by PCMD.

The list is partial, so the mix of outcomes need not match the whole.
